CDK5 p35 inh – blocks human CDK5/p35 kinase activity. Recombinant CDK5/p35, ADP-Glo luminescence, 60 min. inhibition, % at 10 µM. AID 488839. hit rate 0.01% among 330,000. Q00535+Q15078;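 active means highest replicate inhibition of at least 50% and at least 75% of replicates reaching 50%; inconclusive means only one of the two criteria met; inactive means both criteria failed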;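 further: plate controls were DMSO neutral control for no effect and GW8510 at 10 µM for full effect; many of its hits are not listed in these tables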
dFosB act – mouse delta FosB homodimer activation. hit rate 0.99% among 340,000. P13346. activation, % at 25 µM. purified delta FosB, TAMRA-CDK5 oligo fluorescence polarization; percent of positive-control signal above neutral wells. AID 493131;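 active means mean activation above about 17%, with every replicate also reaching it, limit read from the data, passing the limit was not always enough; inconclusive means only one of the two conditions met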;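 further: fluorescence polarization rise as delta FosB binds a TAMRA Cdk5 AP-1 oligo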
Target sequence (P13346 whole entry, looked up): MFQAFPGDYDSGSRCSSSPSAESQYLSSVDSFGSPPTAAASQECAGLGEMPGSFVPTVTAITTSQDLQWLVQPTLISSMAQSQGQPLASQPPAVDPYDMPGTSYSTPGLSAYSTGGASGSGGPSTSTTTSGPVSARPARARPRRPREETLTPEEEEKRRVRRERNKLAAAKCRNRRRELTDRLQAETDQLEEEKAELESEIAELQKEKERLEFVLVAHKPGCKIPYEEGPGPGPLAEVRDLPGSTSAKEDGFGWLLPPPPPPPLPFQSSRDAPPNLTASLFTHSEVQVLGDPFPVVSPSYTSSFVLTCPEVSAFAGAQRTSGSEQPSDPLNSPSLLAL
PKA-R2B act – activators of human PKA-R2B complex. PKA-R2B holoenzyme dissociation, Cy5-IP20 fluorescence polarization; R2B truncated from residue 108, S112A mutant; 0% DMSO only, 100% 113 µM cGMP. activation, % at 11.4 µM. hit rate 0.079% among 340,000;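 active means activation above a cutoff set at the mean over all compounds plus 3 SD, cut at about 18% in these data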;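 further: higher means more holoenzyme dissociation and a rise in polarization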
Arr AP2 block – human beta-arrestin and AP2 interaction inhibition; FITC-arrestin peptide / GST-AP2 beads, flow cytometry; AP2 beta2 appendage carries R879A mutation; inhibition, % at 10 µM; hit rate 0.31% among 340,000; AID 504490;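 active means inhibition above a set limit, near 3 SD of compounds lacking own fluorescence, cut at about 54% in these data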;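 further: plate controls were DMSO wells for no effect and 5 µM unlabelled arrestin peptide for full effect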
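System: GST-AP2 R879A glutathione beads; medium: PBS, Tween 20 0.05%, BSA 0.1%; reagent: fluorescein-tagged arrestin peptide at 50 nM final; schedule: pre-incubation 12 min, peptide binding 1 h, room temperature; detection: flow cytometry, FL1 (488/535 nm); read-out: inhibition as reduced fluorescein signal on beads, percent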
SR-BI HDL uptake – inhibitors of mouse SR-BI mediated HDL lipid uptake; Q61009; ldlA[mSR-BI] CHO cells, DiI-HDL uptake fluorescence, 3 h; inhibition, % at 12.5 µM; hit rate 0.96% among 320,000; AID 488896;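 active means mean replicate inhibition of at least 70% and a set share of replicates each scoring 70 or more; inconclusive means meets just one of the two criteria; inactive means fails both criteria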;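 further: 0% = median of neutral control wells and 100% = median of positive control wells; values of inactives mirror those of a sister screen read the other way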
Target sequence (Q61009 whole entry, looked up): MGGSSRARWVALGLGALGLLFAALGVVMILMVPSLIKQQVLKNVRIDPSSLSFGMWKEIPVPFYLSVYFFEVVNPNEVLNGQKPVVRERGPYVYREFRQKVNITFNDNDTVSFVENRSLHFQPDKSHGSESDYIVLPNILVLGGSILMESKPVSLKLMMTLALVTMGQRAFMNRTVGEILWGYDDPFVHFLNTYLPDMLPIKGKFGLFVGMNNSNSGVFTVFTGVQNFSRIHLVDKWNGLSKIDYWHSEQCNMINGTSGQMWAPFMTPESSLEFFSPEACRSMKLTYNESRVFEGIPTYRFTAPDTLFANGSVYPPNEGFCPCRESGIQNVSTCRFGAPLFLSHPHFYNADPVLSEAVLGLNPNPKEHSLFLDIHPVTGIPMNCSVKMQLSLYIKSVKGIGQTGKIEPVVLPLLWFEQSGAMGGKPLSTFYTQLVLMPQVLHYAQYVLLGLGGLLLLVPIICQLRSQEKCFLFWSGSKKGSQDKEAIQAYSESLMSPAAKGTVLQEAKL
SUMO Mot1 rescue – inhibitors of SUMOylation pathway: yeast Mot1-301 growth rescue; hit rate 1% among 320,000; growth rescue, % at 18.8 µM; S. cerevisiae Mot1-301 growth rescue, ATP luminescence, 38.5C; percent above DMSO median, 100 means doubled;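 active means every valid replicate shows activation above 250% relative to neutral control wells; inactive means the rest, any valid replicate at or below 250%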;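 further: OY570 slx delta 5 strain wells were the positive control but not used for scaling; some compounds called inactive have numbers as strong as hits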
NSD2 HMT inh – inhibitors of human histone methyltransferase NSD2. inhibition, % at 12.5 µM. AID 743445. hit rate 0.54% among 310,000. NSD2 peptide methylation, AlphaScreen, 120 min; in the data active means inhibition above about 50%
SR-BI DiI-HDL act – enhances SR-BI lipid uptake from DiI-HDL; CHO ldlA[mSR-BI] cells, DiI-HDL uptake fluorescence, 3 h; 100 = double the neutral-control signal; activation, % at 12.5 µM; hit rate 0.096% among 320,000;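 active means mean replicate activation of at least 60% and every replicate at or above 60%; inconclusive means mean or all-replicate condition met, but not both; inactive means mean below 60% and not all replicates reaching 60%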;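 further: 0% = median plate neutral-control signal and 100% = twice that signal; values of inactives mirror those of a sister screen read the other way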
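Test system: SR-BI-overexpressing, LDLR-lacking CHO cells; Also added: labelled HDL, 10 µg/mL; Measured by: bottom-read cell fluorescence after medium removal, ex 550/em 595 nm; Timing: 3 h uptake period with compound, 37 °C; Buffer or medium: F12, 0.5% BSA, 25 mM HEPES; Doses: single compound concentration, delivered by pin transfer.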
MITF act – increases MITF-driven TRPM1 promoter luciferase signal. SK-MEL-5 TRPM1-promoter luciferase, 24 h; % of positive control, neutral wells = 0. activation, % at 12.5 µM. hit rate 0.75% among 300,000;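 active means mean activation of at least 80% with every replicate also reaching 80%; inconclusive means mean reaches 80% but some replicate falls short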;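 further: 0% = neutral control wells and 100% = parthenolide positive control wells; values of inactives mirror those of a sister screen read the other way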
PKA-R1A act – PKA-R1A complex activation; hit rate 0.083% among 340,000; P00514+P68181; PKA-R1A dissociation, Cy5-IP20 fluorescence polarization; scaled: DMSO 0%, 113 µM cGMP 100%; activation, % at 11.4 µM; AID 504707;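 active means percent activation above the mean of all tested compounds plus 3 SD, cut at about 19% in these data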;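 further: higher means more PKAc released from R1A so a rise in polarization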
Pemphigus Ab inh – blocks pemphigus antibody binding to human desmoglein-3. binding (percent of control), % at 10 µM. AID 588358. hit rate 0.48% among 310,000. DSG3-coupled beads, scFv-anti-DSG3-GFP binding, flow cytometry; hits give low values;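 active means binding more than 3 SD below its plate's average and above zero; inconclusive means below that plate limit but binding exactly zero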;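 further: hits lower antibody fragment binding to DSG3; some compounds called inactive have numbers as strong as hits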
Starred values were filed as active, the others as inactive; u = inconclusive; x = not tested or not shown.

[1] CCC1CCC2(CC1)NC(=O)N(CC(=O)NCc1ccccc1Cl)C2=O (configuration not stated)
[2] OC(COCc1cccs1)CN1CCN(c2ccccc2Cl)CC1 (configuration not stated)
[3] CC(C)(C=O)C1=CC(=O)c2ccccc2C1=O
[4] COc1ccc(Cn2cnc3c(NS(C)(=O)=O)c(C)c(C)cc32)cc1
[5] CCC1Oc2nc(SC)nnc2-c2ccccc2N1C(=O)c1ccccc1 (configuration not stated)
[6] COc1ccc(CCNC(=S)NCc2ccc(Cl)c(Cl)c2)cc1OC
[7] CCC(Oc1ccccc1)C(=O)Nc1ccsc1C(=O)OC (configuration not stated)
[8] COc1ccc(Oc2ncnc3sccc23)cc1
[9] O=C(c1ccco1)N1CCN(C(=O)C2CCCc3c2[nH]c2ccc(Cl)cc32)CC1 (configuration not stated)
[10] O=C(N/C(=C\c1ccc(O)cc1)C(=O)N1CCCCC1)c1ccccc1
Screen / compound no.,1,2,3,4,5,6,7,8,9,10
CDK5 p35 inh,0.0,-0.3,2.6,-2.7,-0.4,-8.9,-0.1,-0.5,0.0,-0.4
dFosB act,-7.9,2.1,-4.1,-0.2,-5.2,-6.0,2.6,-4.7,-18.7,7.2
PKA-R2B act,-3.9,1.5,-6.9,-3.0,-3.9,7.6,-1.1,-6.7,0.4,-16.5
Arr AP2 block,-12.4,21.2,40.5,7.2,5.8,3.2,1.6,-9.5,-39.9,4.7
SR-BI HDL uptake,16.1,25.9,10.9,-8.3,-4.3,23.2,1.7,-2.2,82.9*,-26.9
SUMO Mot1 rescue,-5.7,7.8,180.5,8.5,x,-2.5,22.0,x,971.6,2.9
NSD2 HMT inh,-2.4,0.0,92.3*,-4.7,1.5,-1.6,-4.3,-6.3,18.3,-0.5
SR-BI DiI-HDL act,-16.1,-25.9,-10.9,8.3,4.3,-23.2,-1.7,2.2,-82.9,27.0
MITF act,-4.1,10.0,-41.7,x,-12.4,10.1,-15.4,88.4*,-7.0,x
PKA-R1A act,-18.2,10.5,5.5,-13.7,8.6,-9.9,2.7,-6.1,-9.3,9.2
Pemphigus Ab inh,91.3,127.7,82.6,76.8,98.7,101.5,120.4,86.0,91.4,124.4

[11] Cc1oc2ccc(OCc3ccc(Cl)cc3)cc2c1C(=O)O
[12] O=C(COC(=O)c1ccc(Cl)c(Cl)c1)Nc1cccnc1Cl
[13] Cc1nc2cc(C(=O)OCC(=O)NC(C)C(C)C)ccc2n1-c1ccccc1 (configuration not stated)
[14] CN(C)c1ccc(/C=C(\C#N)c2ccccc2)cc1
[15] CC#CCCCC(=O)Nc1cccc(C(=O)O)c1
[16] COC(=O)C1(C(=O)OC)NOC2C(=O)N(c3ccccc3)C(=O)C21 (configuration not stated)
[17] Cc1ccc(Nc2nc(N)nc(CSC(=S)N3CCOCC3)n2)cc1
[18] CC(C)Oc1cccc(-c2cc(C(=O)NN3CCOCC3)c3ccccc3n2)c1
[19] COc1ccccc1CC(NC(C)=O)C(=O)N1CCN(C(=O)Nc2ccccc2Cl)CC1 (configuration not stated)
[20] O=C(c1cn(-c2ccccc2)nc1-c1ccc(Cl)cc1)N1CCOCC1
Screen / compound no.,11,12,13,14,15,16,17,18,19,20
CDK5 p35 inh,0.9,-2.2,-3.3,-1.5,1.5,0.0,0.0,1.0,0.8,-0.2
dFosB act,-11.0,0.5,-12.1,-9.3,-3.0,-4.6,-10.9,-9.9,-1.0,-12.7
PKA-R2B act,8.5,-5.3,0.3,-2.9,-4.7,3.0,-5.4,-5.8,0.9,8.0
Arr AP2 block,9.9,x,7.0,-2.3,15.7,12.4,8.0,-1.0,-5.5,-10.1
SR-BI HDL uptake,-8.9,-23.6,-36.1,x,-45.0,-35.5,12.1,27.6,-0.1,13.9
SUMO Mot1 rescue,-5.4,18.9,7.8,x,-15.1,-6.4,12.6,697.9,37.0,331.1*
NSD2 HMT inh,x,-1.2,14.1,x,3.5,1.0,7.5,-0.5,-6.8,0.5
SR-BI DiI-HDL act,8.9,23.6,36.1,x,45.0,35.5,-12.1,-27.6,0.1,-13.9
MITF act,1.5,2.4,6.4,23.9,8.0,2.3,x,-4.2,-11.1,10.0
PKA-R1A act,-2.2,-10.9,-7.5,3.2,7.4,-1.8,7.4,-12.1,1.9,-1.8
Pemphigus Ab inh,89.4,x,125.5,x,103.2,104.4,105.3,101.8,112.4,115.5

[21] CC(=O)Oc1ccc(NC(=O)CCC2CCCCC2)c(C(=O)O)c1
[22] CCN(CC(=O)Nc1ccc(NC(C)=O)cc1)C(=O)Cc1cccc2ccccc12
[23] COc1ccccc1N1CCN(/N=C\c2cccnc2)CC1
[24] COc1ccc(Cc2nc(-c3ccccn3)no2)cc1
[25] COc1ccc(S(=O)(=O)N2CC(C(=O)O)Oc3ccccc32)cc1 (configuration not stated)
[26] CCOC(=O)c1ccc(NC(=O)c2nn(C)cc2Br)cc1
[27] COc1cccc(NC(=O)CN(C)C(=O)c2cccc(S(=O)(=O)N3c4ccccc4CC3C)c2)c1 (configuration not stated)
[28] CC1(C)C2([N+](=O)[O-])CN3CC1([N+](=O)[O-])CN(C2)C3c1ccc(O)c(O)c1 (configuration not stated)
[29] CCN(CC)S(=O)(=O)c1cccc(C(=O)NC(C(=O)NNC(=O)c2ccccc2F)C(C)C)c1 (configuration not stated)
[30] CN(CCCC(=O)NCCc1ccccc1)S(=O)(=O)c1ccc([N+](=O)[O-])cc1
Screen / compound no.,21,22,23,24,25,26,27,28,29,30
CDK5 p35 inh,-1.5,-3.3,1.0,-0.9,0.5,-1.3,1.6,-0.1,-0.7,1.5
dFosB act,-3.8,-11.4,-14.6,4.6,-6.3,-1.8,-9.0,9.8,-0.5,0.4
PKA-R2B act,-15.7,10.2,-0.7,-16.3,7.4,8.1,-6.9,-7.7,-6.3,1.0
Arr AP2 block,22.7,2.4,27.1,1.8,50.6,23.5,15.9,7.4,8.1,-1.6
SR-BI HDL uptake,0.7,-1.1,-15.7,-7.7,-20.4,27.8,53.3,x,-12.0,-2.1
SUMO Mot1 rescue,-5.4,-17.0,-24.9,-2.3,-4.6,0.4,x,33.5,x,35.7
NSD2 HMT inh,3.0,0.4,0.3,5.2,-0.9,-22.0,-5.3,-1.0,-0.8,2.6
SR-BI DiI-HDL act,-0.7,1.1,15.7,7.7,20.4,-27.7,-53.3,x,12.0,2.1
MITF act,12.7,-1.6,21.1,28.9,-3.7,83.4*,4.3,8.7,x,1.5
PKA-R1A act,-6.5,-10.4,-2.8,4.8,-10.3,-4.9,-10.5,-3.6,-7.5,4.0
Pemphigus Ab inh,105.2,96.8,103.1,104.7,108.8,94.0,101.1,94.6,110.4,114.0

[31] CCOC(=O)c1cc(CC)sc1NC(=O)CCC(=O)O
[32] O=S(=O)(Nc1ccc2c(c1)OCO2)c1ccccc1
[33] CC12CCC(=O)N1C(C(=O)Nc1cc(S(=O)(=O)N3CCCCCC3)ccc1OCC(F)(F)F)CS2 (configuration not stated)
[34] O=C(N/N=C/c1coc2ccccc2c1=O)c1cc(Br)ccc1O
[35] CCN(CC)C(=O)c1cc(C(C)(C)C)c(O)c(C(C)(C)C)c1
[36] COc1ccc(-c2cc(C(=O)OC3CCOC3=O)c3ccccc3n2)cc1OC (configuration not stated)
[37] Cc1noc(C)c1CSCC(=O)Nc1cccc(C(F)(F)F)c1
[38] Brc1ccc(CN2CC[C@H]3C=CCc4cccc(c43)C2)cc1
[39] C/C(=N\Nc1ccccn1)c1ccc(C#N)cc1
[40] CCOC(=O)c1c(C)[nH]c(C(=O)OCC(=O)N2CCN(S(=O)(=O)c3ccc(C)cc3C)CC2)c1C
Screen / compound no.,31,32,33,34,35,36,37,38,39,40
CDK5 p35 inh,0.6,-0.7,0.5,0.0,-0.4,1.0,-1.9,-0.2,0.5,1.6
dFosB act,3.1,-8.1,-12.6,-8.8,-4.8,-10.6,-2.6,-5.4,-8.7,-11.2
PKA-R2B act,-8.1,11.5,1.2,-8.4,-7.4,-1.0,11.2,-5.4,-9.2,-12.4
Arr AP2 block,17.9,-3.4,6.7,-5.5,4.4,0.4,-3.0,-3.2,-22.0,-9.9
SR-BI HDL uptake,0.0,-5.9,-1.8,6.0,23.2,25.9,18.5,10.1,-10.6,u
SUMO Mot1 rescue,3.6,-6.1,-17.1,-5.4,0.2,-11.1,40.6,24.3,11.5,6.8
NSD2 HMT inh,x,0.2,23.5,4.3,0.8,-0.2,-2.3,x,0.8,-0.7
SR-BI DiI-HDL act,0.0,5.9,1.8,-6.0,-23.2,-25.9,-18.5,-10.1,10.6,-74.3
MITF act,9.3,-9.4,-9.9,-8.1,-2.1,-3.7,6.0,4.1,14.3,-3.1
PKA-R1A act,-9.3,10.2,-1.3,-7.1,-6.2,7.0,4.6,15.2,-9.0,-3.4
Pemphigus Ab inh,x,102.4,108.0,114.6,101.8,93.7,89.8,105.7,114.5,99.2

By substructure, the entries above containing a furan ring, fused or not (2)
[9] O=C(c1ccco1)N1CCN(C(=O)C2CCCc3c2[nH]c2ccc(Cl)cc32)CC1 (configuration not stated)
[11] Cc1oc2ccc(OCc3ccc(Cl)cc3)cc2c1C(=O)O
Screen / compound no.,9,11
CDK5 p35 inh,0.0,0.9
dFosB act,-18.7,-11.0
PKA-R2B act,0.4,8.5
Arr AP2 block,-39.9,9.9
SR-BI HDL uptake,82.9*,-8.9
SUMO Mot1 rescue,971.6,-5.4
NSD2 HMT inh,18.3,x
SR-BI DiI-HDL act,-82.9,8.9
MITF act,-7.0,1.5
PKA-R1A act,-9.3,-2.2
Pemphigus Ab inh,91.4,89.4
